PDI turbidity: blocks human protein disulfide isomerase activity | PDI insulin aggregation turbidity, A650, 90 min | inhibition, % at 10 µM | 350,000 compounds, 0.052% hits | P07237;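 active = mean inhibition across replicates of 30% or more, whatever share of single replicates reach that level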;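 also: absorbance from insulin aggregation driven by PDI reduction with DTT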
Target sequence (P07237 whole entry, looked up): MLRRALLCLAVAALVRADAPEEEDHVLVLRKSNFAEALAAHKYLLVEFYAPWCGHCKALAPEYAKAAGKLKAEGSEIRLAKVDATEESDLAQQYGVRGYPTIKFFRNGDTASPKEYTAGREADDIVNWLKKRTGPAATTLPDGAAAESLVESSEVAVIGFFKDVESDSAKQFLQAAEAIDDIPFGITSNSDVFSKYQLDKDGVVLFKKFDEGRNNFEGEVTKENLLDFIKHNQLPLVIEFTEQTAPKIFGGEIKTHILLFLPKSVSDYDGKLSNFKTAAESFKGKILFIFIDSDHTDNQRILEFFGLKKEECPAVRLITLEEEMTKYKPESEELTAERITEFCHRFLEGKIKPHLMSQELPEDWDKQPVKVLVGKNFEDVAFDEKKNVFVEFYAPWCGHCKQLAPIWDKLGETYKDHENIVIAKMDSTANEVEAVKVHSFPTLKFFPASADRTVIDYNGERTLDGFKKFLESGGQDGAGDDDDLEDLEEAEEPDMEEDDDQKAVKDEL
hiPSC survival: increases survival of single human iPS cells; hiPSC single-cell survival, ATPlite luminescence; 100% = ROCK inhibitor wells, 0% = DMSO; survival enhancement, % at 20 µM; 360,000 compounds, 0.044% hits; in the data active = survival enhancement above about 18%;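 also: cells exposed to compounds for 16 hours before the ATP read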
MITF TRPM1 inh: MITF TRPM1 promoter inhibition in SK-MEL-5 cells; SK-MEL-5 TRPM1 promoter luciferase, 24 h; inhibition, % at 12.5 µM; 330,000 compounds, 0.83% hits; AID 488899;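 active = mean inhibition across replicates of 60% or more, whatever share of single replicates reaches that level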; also: values of inactives mirror those of a sister screen read the other way
HIF-2a block: blocks HIF-2a reporter activity; inhibition, % at 18.8 µM; 360,000 compounds, 0.72% hits; 786-0 RCC cells HIF-2a reporter, luciferase luminescence, overnight; AID 624352;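 active = inhibition of the luminescence signal of 40% or more relative to plate controls, in a single-dose primary screen at 18.75 µM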
NR2E3 ag-1: agonists of human NR2E3 nuclear receptor | AID 602229 | 360,000 compounds, 0.35% hits | CHO-S Gal4-NCOR/VP16-NR2E3 two-hybrid, luciferase | inhibition of corepressor binding, % at 3.98 µM;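 active = inhibition above the mean of all tested compounds plus 3 SD, cut at about 70% in these data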;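 also: 0% = DMSO with NR2E3 transfected cells and 100% = cells lacking NR2E3 construct; higher means lower luciferase signal from less NR2E3 corepressor binding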
Target sequence (Q9Y5X4 whole entry, looked up, the tested form may be a part): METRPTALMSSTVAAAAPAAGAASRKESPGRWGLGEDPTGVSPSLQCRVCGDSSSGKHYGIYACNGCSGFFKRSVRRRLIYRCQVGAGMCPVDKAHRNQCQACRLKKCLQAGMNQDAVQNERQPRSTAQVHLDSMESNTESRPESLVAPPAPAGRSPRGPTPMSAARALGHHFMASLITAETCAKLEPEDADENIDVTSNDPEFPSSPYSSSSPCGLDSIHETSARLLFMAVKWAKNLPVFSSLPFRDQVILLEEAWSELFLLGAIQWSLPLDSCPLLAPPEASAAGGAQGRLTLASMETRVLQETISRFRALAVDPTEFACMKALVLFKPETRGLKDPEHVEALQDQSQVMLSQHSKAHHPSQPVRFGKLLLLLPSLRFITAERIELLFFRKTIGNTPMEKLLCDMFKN
CaV13 ICDI inh: Primary screen for inhibitors of IQ motif and Ca2+-dependent inactivation inhibitor domain binding in CACNA1D, Förster resonance energy transfer in living cells, …; 340,000 compounds, 0.098% hits; inhibition, % at 12.3 µM; AID 743397; HEK cells, CFP/YFP FRET ICDI-IQ, plate reader, 10 min; percent FRET-ratio fall versus neutral wells;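 active = mean replicate inhibition of at least 30% and at least 1% of replicates passing that level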;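 also: 0% = median of the neutral control wells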
aDG glyco up: alpha-DG glycosylation activation; activation, % at 10 µM; 360,000 compounds, 0.22% hits; AID 624168; Pro5-aDG cells, alpha-DG glycosylation AlphaScreen (IIH6); 0% Pro5, 100% B10-LARGE cell signal;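 active = activation of at least 8% versus controls, or a plate z-score of at least 8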;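 also: Pro5 are CHO cells carrying HIG-tagged alpha-DG that lacks glycosylation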
Vif imaging: inhibitors of HIV Vif | HEK293T cells, Vif self-association by quenched fluorescence, imaging, 24 h | inhibition, % at 7.49 µM | 340,000 compounds, 0.35% hits | AID 602346; in the data active = inhibition above about 50%, passing the limit was not always enough; also: some results filed as inactive read as strong as hits
Peg3 promoter: Peg3 promoter activity inhibition | HeLa PEG-Prom luciferase reporter, luminescence, overnight | inhibition, % at 20 µM | 360,000 compounds, 1.7% hits | AID 588405;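 active = inhibition of at least 50% at 20 µM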
Granule exo inh: lytic granule exocytosis inhibition. TALL-104 LAMP-1 surface exposure, flow cytometry; cells stimulated with thapsigargin and PMA. inhibition, % at 10 µM. 360,000 compounds, 0.66% hits. AID 651702;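 active = inhibition above about 55%, limit read from the data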
NR2E3 ag-2: agonists of human nuclear receptor NR2E3. GST-NR2E3/biotin-RetCOR TR-FRET, 1536-well. Q9Y5X4. 320,000 compounds, 0.12% hits. AID 2300. inhibition of corepressor binding, % at 4.78 µM;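 active = percent inhibition above the cutoff of mean plus 3 SD of all tested compounds, set per screening campaign, cut at about 20% in these data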;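 also: 0% = DMSO wells and 100% = biotin wells as full block of FRET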
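system = GST-tagged NR2E3 plus biotinylated RetCOR corepressor | input = 1.35 nM GST-NR2E3 | also added = 7 nM biotin-RetCOR | schedule = 5 h incubation at 4 °C | measured by = TR-FRET with europium anti-GST and streptavidin-D2, 340 nm excitation | read-out = percent loss of FRET ratio relative to control wells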
Active calls of the source: *; . = no result given. Hits appear at their usual frequency (roughly 3.5% active in at least one column).

Start of the data: the first three compounds, ahead of the listing:
SMILES	PDI turbidity	hiPSC survival	MITF TRPM1 inh	HIF-2a block	NR2E3 ag-1	CaV13 ICDI inh	aDG glyco up	Vif imaging	Peg3 promoter	Granule exo inh	NR2E3 ag-2
COc1ccc(-c2csc(NC(=O)C3COc4ccccc4O3)n2)cc1OC (stereo unspecified)	.	1.0	.	-3	-37	-7	-0.1	-6	66*	-1	3
O=C(NC(=S)N1CCCCCC1)c1ccccc1Cl	-8	3.5	2	5	-7	-4	0.4	2	-4	-6	0
O=[N+]([O-])c1ccc(/C=N\N2CCN(Cc3ccccc3Cl)CC2)cc1	15	5.1	.	-32	10	-14	-0.5	5	-4	-11	.

The listing, repeating the preview:
SMILES	PDI turbidity	hiPSC survival	MITF TRPM1 inh	HIF-2a block	NR2E3 ag-1	CaV13 ICDI inh	aDG glyco up	Vif imaging	Peg3 promoter	Granule exo inh	NR2E3 ag-2
COc1ccc(-c2csc(NC(=O)C3COc4ccccc4O3)n2)cc1OC (stereo unspecified)	.	1.0	.	-3	-37	-7	-0.1	-6	66*	-1	3
O=C(NC(=S)N1CCCCCC1)c1ccccc1Cl	-8	3.5	2	5	-7	-4	0.4	2	-4	-6	0
O=[N+]([O-])c1ccc(/C=N\N2CCN(Cc3ccccc3Cl)CC2)cc1	15	5.1	.	-32	10	-14	-0.5	5	-4	-11	.
O=C(NC1CCCC1)C(c1ccccn1)N(C(=O)c1csnn1)c1ccc(F)cc1 (stereo unspecified)	-10	1.7	17	6	-23	-19	0.0	7	14	6	-1
O=C(CCc1ccccc1)OCCOC(=O)CCc1ccccc1	-3	0.1	-2	7	-9	-19	-0.2	12	12	-2	4
CCn1cc(C2C(C(=O)Nc3cc(C)ccn3)=C(C)NC3=C2C(=O)CC(C)(C)C3)c(C)n1 (stereo unspecified)	-7	0.3	0	18	-12	-1	-0.1	-6	12	2	1
O=C(Nc1nnc([C@@H]2C[C@H](O)[C@@H](CO)O2)s1)c1cccs1	3	-3.1	.	11	4	-5	-0.3	-3	6	-4	.
Cc1c(-c2c(C#N)c(N)nc3c2CCCCCC3)cnn1C	2	5.0	10	20	-22	.	0.0	15	15	-7	1
Cc1ccc(NC(=O)Cc2nnc(SCC(=O)NC3CCCC3)n2C)cc1	-80	-0.3	-1	6	-3	-3	-0.2	4	5	-2	3
COc1ccc(S(=O)(=O)Oc2c(OC)cc(C(=S)N3CCOCC3)cc2OC)cc1	18	0.6	4	19	-11	-9	0.1	3	3	1	3
O=[N+]([O-])c1c(Nc2ccc(O)cc2)cc(Cl)c2nonc12	-3	1.3	96*	95*	22	-4	-0.2	-1	103*	-13	-1
COc1ccc(C(=O)OCC(=O)c2ccc3c(c2)NC(=O)CO3)cc1[N+](=O)[O-]	-5	3.4	0	-7	-1	-9	-0.1	12	-5	-3	.
COc1cc([C@@H]2CC=C(C(=O)O)CN2S(=O)(=O)c2ccc(C)cc2)cc(OC)c1OC	4	0.5	-4	12	-14	-6	0.1	-11	2	-4	-1
N#CC1(C#N)[C@@H](C(=O)C23CC4CC(CC(C4)C2)C3)C12CCOCC2	-7	-1.4	2	0	-17	-5	0.4	19	4	14	1
O=C(/C=C/c1ccc(F)cc1)c1ccccc1Br	9	-1.9	-22	59*	14	-5	0.4	-2	104*	4	-2
COc1ccc(C(=O)Nc2cccc(S(=O)(=O)NC3=NCCC3)c2)cc1OC	-9	-0.1	5	7	-31	-6	0.0	-4	6	-2	.
CN=c1scc(C)n1/N=C/c1ccc(O)c(O)c1O	0	-5.3	6	11	-35	-3	-0.2	9	-31	-6	1
O=S(=O)(Nc1ccc(-c2cnco2)cc1)c1ccccc1	-23	0.7	-6	19	-14	-2	0.2	6	4	-1	-4
CCN(CC)c1ccc(/C=N/NC(=O)c2ccc3c(c2)OCCO3)cc1	6	-0.4	-3	-95	-61	-11	0.3	-14	-65	2	.
CC(=O)NCC1COc2ccccc2O1 (stereo unspecified)	-2	-0.2	-9	0	-25	-5	0.0	5	3	-3	5
COc1ccc(/C(N)=N/OC(=O)Cc2ccccc2)cc1	2	1.7	-48	-278	-81	-15	-0.2	-14	-228	0	2
O=C(COc1ccccc1)Nc1ccc2c(c1)nc1n2CCOC1	-1	-4.3	-43	-156	-10	-4	-0.1	3	-166	-6	-1
Fc1ccc2cc(-c3ccsc3)ncc2c1	-6	-0.7	-68	-189	-31	-5	0.0	-2	-253	-2	.
CC(C)c1ccc(C2c3[nH]c4ccccc4c3C[C@H]3C(=O)N(c4ccccc4C(=O)N4CCC[C@H]4C(=O)O)C(=O)N23)cc1 (stereo partly specified)	.	0.9	12	-25	-16	.	0.1	7	-5	2	1
CCO[C@H]1OC(C(=O)NCc2ccccc2)=C[C@@H](C2CC2)[C@@H]1CCCO	-2	1.9	-10	11	17	-10	0.1	-10	3	-4	2
CCC(=O)N1CCN(c2ccc(Cl)cc2NC(=O)c2ccc([N+](=O)[O-])o2)CC1	-2	-0.1	67*	-7	9	.	0.4	4	19	-5	2
COc1ccc(-c2cc(CC3(C(=O)O)CCN(C(=O)OC(C)(C)C)CC3)on2)c(OC)c1	0	-0.4	4	2	2	-12	0.4	4	1	-6	1
O=C(O)c1ccc(-n2ncc3c2/C(=C\c2cccc([N+](=O)[O-])c2)CC3)cc1	-1	6.2	-110	-295	-41	-3	0.0	-11	-275	3	.
CCN1CCN(CCNC(=O)Cn2c(=O)c3cccn3c3ccc(F)cc32)CC1	7	-0.4	2	7	-23	-2	-0.1	-6	11	9	-5
Cn1cc(/C=N/Nc2ccccc2)c2ccccc21	-7	-0.3	-12	-80	-10	-4	-0.3	0	-91	-1	1
Cc1ccc(CNC(=O)CN(c2ccc(C)cc2)S(=O)(=O)c2c(C)n[nH]c2C)cc1	2	0.2	2	14	0	-14	0.2	-2	-3	2	-2
Cc1ccc(NC(=O)CN(C)S(=O)(=O)c2cccc3cccnc23)cc1F	4	0.2	0	-5	-9	-3	-0.1	-2	5	5	3
COCCCN=Cc1c(C)[nH]n(-c2ccc(Br)cc2Br)c1=O	-3	0.0	-1	17	21	-5	-0.1	2	5	-2	4
COc1cccc(CNC(=O)CCC(=O)N2Cc3cccc(OC)c3Oc3ncccc32)c1OC	-8	1.0	16	7	2	-5	-0.3	-4	-9	-2	1
c1csc(CNc2ncnc3sccc23)c1	1	-0.4	29	0	72*	-4	3.9	-40	6	-5	-1
Clc1cccc(Cl)c1C1=NOC(c2nnc(-c3ccccc3)o2)C1 (stereo unspecified)	-2	-1.2	-70	-267	-54	-10	0.0	-5	-251	4	2
C=CCN(CC=C)Cc1c(O)ccc2c1oc(=O)c1ccccc12	-6	5.5	-4	-5	-34	.	0.4	.	7	-2	34*
O=C(O)c1cc(N=Nc2c(O)ccc3ccccc23)cc(C(=O)O)c1	-4	0.8	15	17	-5	-4	0.4	3	0	2	.
Cc1cccc(NS(=O)(=O)c2ccc(C)c(C(=O)OCC(=O)Nc3cc(C)on3)c2)c1	1	7.2	1	4	-7	-8	0.2	-23	27	5	3
CC(Oc1cc2oc(=O)c3c(c2cc1Cl)CCCC3)C(=O)NCCN1CCOCC1 (stereo unspecified)	3	1.5	5	12	-10	-14	-0.3	-2	13	0	1
Nc1nc2n(n1)C(c1ccccc1)CC(c1ccc(F)cc1)N2 (stereo unspecified)	.	-1.6	-5	11	-21	-4	0.0	14	-2	2	2
COc1ccc(-c2nnc(SCC(=O)Nc3cc(C)on3)n2N)cc1OC	2	1.3	9	24	-4	-7	-0.1	23	3	-1	3
COc1ccc(NC(=O)NC(C)C2CC3CCC2C3)cc1 (stereo unspecified)	3	-1.1	-8	-24	-13	-4	-0.2	0	-15	-4	2
CN(C)CCN1C(=O)C(=O)/C(=C(/O)c2ccc(F)cc2)C1c1ccccc1 (stereo unspecified)	-8	-0.8	-11	-5	-10	.	0.0	0	-32	1	-1
CC/C(Cc1ccccc1)=N\NC(=O)c1cc(C)oc1C	-4	-0.8	-3	7	-50	-5	-0.1	-1	-1	-9	-1
Cc1ccc(/C=N/NC(=O)Cn2nccc2C)o1	-14	-0.2	8	15	12	-3	0.0	0	9	1	-1
CCCOc1ccc(/C=C/C(=O)NCc2ccccc2)cc1	16	-0.6	1	-90	-1	-3	0.4	-4	-76	-1	-4
CC(C)COP(=O)(c1ccc(N(C)C)cc1)C(O)c1ccccn1 (stereo unspecified)	1	-0.8	-3	20	-3	-5	0.1	-1	5	-4	4
O=C(COC(=O)c1cc(-c2cccs2)nn1-c1ccccc1)Nc1ccc(Cl)c([N+](=O)[O-])c1	-4	-1.2	5	13	-18	-3	-0.1	-2	17	-9	-1
Cc1ccc(OC(C)C(=O)Nc2ccc(C)c(S(=O)(=O)Nc3ccc(C)cc3C)c2)cc1 (stereo unspecified)	7	1.3	6	15	7	-4	0.5	-5	30	-3	-4
N/C(=N\OC(=O)CCCCCN1C(=O)c2ccccc2C1=O)c1ccccn1	1	-0.7	2	12	-25	-6	0.1	-6	5	-2	-2
Cn1c(COc2ccc([N+](=O)[O-])cc2)nnc1SCC(=O)NCC1CCCO1 (stereo unspecified)	2	1.0	-5	10	-1	-7	0.0	10	9	-14	5
O=S(=O)(/C(=C/c1ccc(C(F)(F)F)cc1)c1nc2ccccc2[nH]1)c1ccccc1	-1	-2.9	91*	90*	28	-5	-0.6	.	106*	31	0
O=C(O)CC/C(=N/Nc1ncc(C(F)(F)F)cc1Cl)C(=O)O	16	-0.6	3	5	-30	3	-0.4	-9	6	0	9
Cc1ccc(C)c2nc(SCC(=O)Nc3ccc4c(c3)OCO4)c(C#N)cc12	-7	0.3	-4	-3	-23	-5	-0.1	1	-4	-2	-1
CN1c2ccccc2Sc2cc(N)ccc21	-2	-0.7	-1	-9	-37	-3	-0.3	-16	-1	24	-2
O=C(Nc1cccc(F)c1)N1CCC(c2ccccc2)CC1	-4	-0.7	-67	-202	-73	-4	0.0	-2	-134	-9	2
O=C(O)c1cc([N+](=O)[O-])ccc1NCCCc1ccccc1	0	-0.5	-13	-40	-38	-5	-0.2	-7	-33	8	3
COc1ccc(NC(=O)CSc2nccn2-c2ccccc2)cc1	-2	-0.9	-34	-129	-16	-1	0.0	1	-71	2	2
COC(=O)c1c(C)[nH]c(C(=O)OC(C)C(=O)N(C)C2CCCCC2)c1C (stereo unspecified)	-1	-0.2	-1	2	-3	-7	0.9	-9	3	0	-4
COc1ccc(C2/C=C\CN(C(=O)Nc3ccc(C(F)(F)F)cc3)CC(=O)N2Cc2ccc(F)cc2)cc1 (stereo unspecified)	13	1.2	3	-40	82*	.	1.0	-4	49	16	-4
COc1cc(NC(=O)c2cc(S(=O)(=O)N3CCCCC3)c[nH]2)cc(OC)c1	-4	-0.7	13	-1	-17	-6	0.3	0	17	-1	0
COc1ccc(NC(=S)N2CCC(NC(=O)c3cccc(C)c3)CC2)cc1	-5	-0.5	-2	1	-16	-3	0.0	-6	7	26	0
